FAK inh = inhibitors of human focal adhesion kinase | Q05397 | biochemical FAK kinase activity assay | inhibition, %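 (tested at 7 µM)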 | 0.84% of 97,000 active; in the data active = inhibition above about 19%;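 note: 0% = DMSO and 100% = reference compound high control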
Pyk2 oligo antag = Pyk2 (human) oligomerization antagonism; Q293 cells, Pyk2 FERM NanoBiT luminescence; stronger effect = lower value; z-score (the deposit names both 25 µM and 10 µM); 0.83% of 99,000 active; AID 1347419;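 active = Z-score of -3 or lower, scaled per plate to the spread of control and sample wells; inactive = z-score above -3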;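 note: negative z-score means lost luminescence so less FERM oligomerization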
ERa coact inh = blocks coactivator binding to human estrogen receptor alpha. AID 629. P03372. 1.7% of 86,000 active. inhibition, % at 25.6 µM. TR-FRET ER-alpha LBD / SRC-1 peptide, estradiol-bound; in the data active = inhibition above about 50%;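 note: 0% = receptor plus peptide control and 100% = peptide only without receptor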
PTPN22 inh 2 = LYP (human) phosphatase inhibition. 0.21% of 96,000 active. recombinant LYP catalytic domain, DiFMUP fluorescence. AID 640. inhibition, % at 2 µM. Q9Y2R2;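 active = inhibition at 2 µM at or above a set limit, the screen mean plus 3 SD, cut at about 24% in these data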;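 note: 0% = DMSO with enzyme and 100% = enzyme fully blocked by orthovanadate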
Target sequence (Q9Y2R2 whole entry, looked up, the tested form may be a part): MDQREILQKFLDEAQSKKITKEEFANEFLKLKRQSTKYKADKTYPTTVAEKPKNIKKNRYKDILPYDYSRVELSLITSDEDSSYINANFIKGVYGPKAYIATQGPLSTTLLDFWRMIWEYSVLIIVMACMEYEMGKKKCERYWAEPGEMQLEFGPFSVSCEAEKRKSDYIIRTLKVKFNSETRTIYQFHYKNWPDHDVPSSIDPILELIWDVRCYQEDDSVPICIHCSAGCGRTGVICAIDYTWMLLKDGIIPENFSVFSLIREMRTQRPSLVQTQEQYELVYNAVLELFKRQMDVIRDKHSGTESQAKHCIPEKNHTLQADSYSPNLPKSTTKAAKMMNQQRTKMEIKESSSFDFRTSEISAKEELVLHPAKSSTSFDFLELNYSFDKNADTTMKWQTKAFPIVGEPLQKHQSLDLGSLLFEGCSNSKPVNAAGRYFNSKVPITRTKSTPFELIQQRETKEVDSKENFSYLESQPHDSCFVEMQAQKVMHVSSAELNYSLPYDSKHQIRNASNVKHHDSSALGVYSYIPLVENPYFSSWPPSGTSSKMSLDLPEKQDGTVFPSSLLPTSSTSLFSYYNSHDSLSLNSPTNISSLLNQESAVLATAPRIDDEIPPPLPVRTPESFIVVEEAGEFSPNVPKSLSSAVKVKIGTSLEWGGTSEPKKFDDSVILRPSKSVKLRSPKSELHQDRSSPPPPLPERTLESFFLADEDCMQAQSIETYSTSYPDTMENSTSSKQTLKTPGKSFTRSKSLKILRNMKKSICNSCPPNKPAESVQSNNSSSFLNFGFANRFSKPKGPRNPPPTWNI
PTPN22 act = LYP (human) phosphatase activation; Q9Y2R2; recombinant LYP, DiFMUP fluorescence; 0 = plate median, 100 = signal doubled; activation, % at 2 µM; 0.11% of 96,000 active; AID 697;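 active = activation at 2 µM above a set limit, the mean plus 5 SD, cut at about 37% in these data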
VCAM1 TNFa inh = reduces TNF alpha induced VCAM1 expression in HUVEC; HUVEC TNFa-induced VCAM-1 immunofluorescence, high-content imaging; inhibition, % at 2 µM; 0.48% of 95,000 active; AID 802;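 active = inhibition above the batch mean plus 3 SD, with images confirmed as a hit by eye, cut at about 37% in these data; inconclusive = inhibition above that limit but hit not confirmed in images; inactive = inhibition not above that limit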;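 note: 0% = TNF-stimulated DMSO wells and 100% = unstimulated control wells; not every result past the cut was called active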
HUVEC tox IL1B = toxic to HUVEC cells under IL-1B stimulation; HUVEC cell count loss, Hoechst imaging, IL-1B stimulated; cell count reduction, % at 2 µM; 0.41% of 94,000 active;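 active = cell count reduction more than 3 SD above the screen-wide mean, cut at about 70% in these data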;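 note: normalized per plate to untreated control cells as the no-loss baseline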
HUVEC tox TNFa = HUVEC cytotoxicity counter-screen, TNF alpha stimulated | HUVEC TNFalpha-stimulated, Hoechst cell count, imaging | cell count reduction, % at 2 µM | 0.17% of 93,000 active | AID 848;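 active = cell count reduction exceeding the screen mean by over 5 SD, scaled to untreated wells per plate, cut at about 78% in these data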;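 note: cells counted after 24 h of TNF alpha exposure following the 1 h pretreatment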
F-actin modifier = modifiers of cytoskeleton assembly. 0.18% of 91,000 active. HUVEC TNFa F-actin phalloidin imaging, high content. inhibition, % at 2 µM;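 active = inhibition above the batch mean plus 3 SD and confirmed as a hit by visual image inspection, cut at about 30% in these data, passing the limit was not always enough; inconclusive = above the inhibition threshold but rejected on visual inspection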; note: strong numbers were not always called active
Active calls of the source: *; ? = inconclusive; . = not tested or not shown; [ ] = another dose, or the depositor's remark. Not a hit list. Share with any hit: about 3.8%.

SMILES	FAK inh	Pyk2 oligo antag	ERa coact inh	PTPN22 inh 2	PTPN22 act	VCAM1 TNFa inh	HUVEC tox IL1B	HUVEC tox TNFa	F-actin modifier
CCC1(C)Cc2c(sc3c2c(=O)n(C)c2nnc(SCC(=O)c4ccc(Cl)cc4)n32)CO1 (configuration not stated)	3	.	-7	1	0	14	6	-22	2
CC1CCCCN1C(=O)CSc1nc(-c2ccccc2)cc(=O)[nH]1 (configuration not stated)	0	-0.69	1	4	-5	-4	0	-10	-1
CCOC(=O)N1CCN(C(=O)c2ccc3c(c2)NC(=O)C(N2CCOCC2)S3)CC1 (configuration not stated)	1	0.12	3	0	-2	?	-6	.	-17
Cc1cc(C(=O)N2CCN(c3ncccn3)CC2)c2cc(F)ccc2n1	1	1.1	-5	-3	0	-1	-6	-11	21
C=CCN(C(=O)CNC(=O)c1ccco1)C(C(=O)NC1CCCCC1)c1ccccc1F (configuration not stated)	0	0.57	.	-15	12	19	10	-19	7
CC(=O)c1cc(-c2ccccc2)n(CC(=O)N2CCC(C)CC2)c1C	9	0.29	6	-4	1	20	.	-4	-1
COC(=O)c1ccccc1NC(=O)CNc1cc(Cl)ccc1N1CCOCC1	1	0.53	-6[fluorescence artefact?]	-4	2	7	-7	-30	22
COc1ccc(Nc2nc(Nc3ccc(OC)cc3)nc(-n3[nH]c(=O)c(C)c3C)n2)cc1	0	-1.2	.	11	-13	10	-5	-23	-31
Cc1cc(NC(=O)Cc2cn3ccsc3n2)n(-c2ccccc2)n1	-7	-0.11	-3	0	3	4	-25	-16	4
Nc1cc(=O)[nH]c(=S)n1-c1cccc(C(F)(F)F)c1	-2	0.84	-6	4	-3	32	22	-38	.
N#CC(C(=O)O)=C1CCCC1	1	0.59	14	-4	4	8	-24	-1	-18
O=c1c2[nH]c3ccc(Br)cc3c2ncn1CCCn1ccnc1	4	-2.3	.	4	-5	11	3	-13	-9
O=C(CSc1nc2ccccc2c(=O)n1Cc1ccco1)N1CCN(c2ccccc2)CC1	2	-1	-23	6	-8	-6	22	-12	27
COc1ccccc1N1CCN(C(=O)COc2ccc(C)cc2Br)CC1	-2	-0.68	-1	-3	2	12	-2	-15	-18
Cc1ccc(Cl)cc1Nc1nc(-c2sc(NC(=O)c3cccc(Cl)c3)nc2C)cs1	-2	.	.	3	0	13	-18	-56	12
Cc1cccc(NC(=O)Nc2cccc(Oc3c(F)c(F)c(F)c(F)c3F)c2)c1	0	-1.4	-7	6	-6	7	9	-33	28
Cc1cc(C)nc(SCc2nc3ccccc3n2C)n1	6	1.4	1	-3	1	1	-1	3	8
COc1nc(OC)nc(N2CCC(C(=O)Nc3cccc4c3CCCC4)CC2)n1	1	0.2	-3	-11	8	-23	-4	-18	-18
O=C(c1ccco1)N1CCN(C(=O)C2CCN(S(=O)(=O)Cc3ccccc3)CC2)CC1	3	0.49	4[fluorescence artefact?]	14	-15	-10	7	4	9
O=C(CSCc1ccc(Cl)cc1)N/N=C/c1ccccc1	0	0.14	.	-9	6	-11	9	-12	-7
CC1=C(C(=O)Nc2ccccc2)C(c2ccco2)C(C#N)=C(SCC(=O)OC(C)C)N1 (configuration not stated)	1	-1.6	9	-8	5	10	8	-10	0
CCOC(=O)N1CCN(C(=O)c2oc(=O)c3ccccc3c2-c2ccc(C)cc2)CC1	-5	.	-11	-27	27	-5	-72	5	2
COc1ccc(NC(=O)CN(C)S(=O)(=O)c2ccccc2)c([N+](=O)[O-])c1	5	0.93	.	2	2	9	2	.	5
CC1(C)Cc2c(C#N)c(N3CCN(C(=O)c4ccccc4Cl)CC3)nc(-c3ccco3)c2CS1	25*	-0.18	.	22	-20	4	3	-8	-8
COc1ccc(OC)c(C2=Nn3c(nnc3-c3cccc(OC(C)C)c3)SC2)c1	2	-1.5	3	-5	5	4	-41	-17	-10
Cc1csc(N(C)C(=O)CSc2nnc(COc3cccc4ccccc34)o2)n1	-1	0.91	-10	6	-8	10	-4	-11	-11
O=C(Nc1ccsc1C(=O)N1CCCCCC1)c1ccccc1	-1	-0.36	.	-13	16	0	3	-2	3
CCNC(=O)Nn1c(-c2ccccc2)nc2ccccc2c1=O	-1	0.6	.	1	5	-15	-2	20	2
COc1ccccc1CNC(=O)CCC(=O)Nc1nnc(C)s1	-2	0.43	5[fluorescence artefact?]	-5	5	5	-7	-16	-16
O=C(CSc1nnc(-c2c[nH]c3ccccc23)o1)N(Cc1ccccc1)c1ccc(F)cc1	-1	-3.3*	0	-6	4	23	5	-3	-18

The final 3 compounds of the section above come first, to join the parts:
SMILES	FAK inh	Pyk2 oligo antag	ERa coact inh	PTPN22 inh 2	PTPN22 act	VCAM1 TNFa inh	HUVEC tox IL1B	HUVEC tox TNFa	F-actin modifier
CCNC(=O)Nn1c(-c2ccccc2)nc2ccccc2c1=O	-1	0.6	.	1	5	-15	-2	20	2
COc1ccccc1CNC(=O)CCC(=O)Nc1nnc(C)s1	-2	0.43	5[fluorescence artefact?]	-5	5	5	-7	-16	-16
O=C(CSc1nnc(-c2c[nH]c3ccccc23)o1)N(Cc1ccccc1)c1ccc(F)cc1	-1	-3.3*	0	-6	4	23	5	-3	-18
CCOC(=O)N1CCN(C(=O)c2ccc(Cn3c(=S)[nH]c4cc5c(cc4c3=O)OCO5)cc2)CC1	-2	-2.9	.	6	-2	21	-8	-2	-29
O=C(NCc1ccc2c(c1)OCO2)c1ccc(CS(=O)(=O)c2cccc(C(F)(F)F)c2)o1	0	0.19	3	2	-4	11	12	-18	-19
CC(=O)Nc1nc2c(c3c1c(=O)oc1ccccc13)CCCC2	9	.	1	-9	6	-4	-2	0	58
NC(=O)CNC(=O)[C@@H]1CC2(CC(c3ccc(Cl)cc3)=NO2)CN1C(=O)c1ccccc1 (some centres not stated)	0	.	.	0	3	7	-17	-4	18
CCC(C)(C)n1nnnc1C(c1cc2cc(OC)c(OC)cc2[nH]c1=O)N1CCc2ccccc21 (configuration not stated)	-2	-0.66	-7[fluorescence artefact?]	-1	-2	-14	-34	-29	-8
CCOC(=O)c1cc2c(C)nn(-c3ccccc3)c2s1	0	-0.69	-1	-4	5	-2	-12	-26	-4
O=C(CS(=O)(=O)Cc1ccccc1)Nc1cccnc1	-2	0.05	-4	-3	-3	17	-64	-11	3
COc1ccc(Cl)cc1NC(=O)C1CCCN(c2cc(C)nc3ncnn23)C1 (configuration not stated)	3	0.18	-12	0	1	2	-2	0	-25
COc1ccccc1NC(=O)CC(NCCN(C)C)C(=O)O (configuration not stated)	0	0.17	-5	-5	8	-17	-151	-11	4
CC1=NOC(=O)/C1=C\c1ccc(-c2ccc(Cl)cc2Cl)o1	15	-0.87	.	10	-6	14	1	5	-52
CCn1c(SCC(=O)Nc2nc(C)c(C)s2)nnc1-c1cccnc1	0	0.94	8	-3	5	11	-7	.	-2
c1ccc(-n2nnnc2-c2cnc(-c3ccncc3)nc2-c2cccs2)cc1	30*	-1.8	2	-6	8	6	-17	-8	14
COc1ccc(CNC(=O)c2cccs2)cc1	4	0.32	-5	2	-2	-5	14	-10	-2
Cc1ccnc(NS(=O)(=O)c2ccc(NC(=O)C34CC5CC(CC(C5)C3)C4)cc2)n1	2	1.4	-1	21	-18	13	-103	-11	-18
CCOC(=O)c1[nH]c2c(c1C)C(=O)CC(c1ccc(OC)c(OC)c1)C2 (configuration not stated)	1	1.8	-3	15	-13	-10	-11	-21	4
O=C(Nn1cnnc1)C1Cc2ccccc2CN1S(=O)(=O)c1ccc(F)cc1 (configuration not stated)	0	0.87	6	-8	3	6	-25	-14	2
Cc1ccc(C(O)P(=O)(OC2CCCCC2)OC2CCCCC2)cc1 (configuration not stated)	-1	0.63	-1	-7	8	3	-11	-31	6
COc1cccc(-n2nnnc2SCC(=O)NC2CCCC2)c1	-4	0.1	-1[fluorescence artefact?]	4	-2	-2	9	-15	13
CC(=O)NCCC(Cc1ccccc1)c1ccco1 (configuration not stated)	-2	0.41	-26	-5	0	-24	-52	-9	10
O=C1NC(c2ccncc2)Nc2sc3c(c21)CCCC3 (configuration not stated)	4	0.28	5[fluorescence artefact?]	6	-8	6	-9	-3	-11
COC(=O)C1CCN(c2cc(=O)n(C3CCCCC3)c(=O)[nH]2)CC1	-5	0.51	-17	1	0	.	.	.	.
Cc1onc(-c2ccccc2Cl)c1C(=O)Nc1ccc(-c2nnc3n2CCCCC3)cc1	0	-1.3	7	10	-7	-7	8	-18	7
O=C(c1ccc(Cl)s1)N1CCN(c2nc3ccccc3s2)CC1	-3	.	17	9	-9	-12	-69	-6	-20
C=CCn1c(SCC(=O)N2CCOCC2)nc2sc3c(c2c1=O)CCCC3	0	-0.15	-6	-10	9	.	-6	.	.
COc1ccc(C2NC(=O)c3ccccc3O2)cc1OC (configuration not stated)	0	0.85	-17	0	1	12	17	-30	1
O=c1c2ccccc2nc(-c2ccco2)n1Cc1ccccc1	1	-0.86	1	-3	2	-5	28	1	18
O=C(CCCC(=O)N1CCN(c2ccccc2F)CC1)N1CCN(c2ccccc2F)CC1	-1	2.3	-1[fluorescence artefact?]	2	-2	5	-27	-30	52
CN(C)c1ccnc(Oc2ccccc2)c1C#N	6	1.1	.	15	-13	2	11	-20	2
CCCNS(=O)(=O)c1ccc(OCC(=O)NCCC2=CCCCC2)cc1	2	0.84	-4	-7	5	20	24	-3	7
COc1cc(NC(=O)c2cc(C)on2)cc(OC)c1OC	1	0.64	-1[fluorescence artefact?]	-11	10	-1	6	-13	-7

Two successive compounds already listed, quoted:
SMILES	FAK inh	Pyk2 oligo antag	ERa coact inh	PTPN22 inh 2	PTPN22 act	VCAM1 TNFa inh	HUVEC tox IL1B	HUVEC tox TNFa	F-actin modifier
Cc1ccc(C(O)P(=O)(OC2CCCCC2)OC2CCCCC2)cc1 (configuration not stated)	-1	0.63	-1	-7	8	3	-11	-31	6
COc1cccc(-n2nnnc2SCC(=O)NC2CCCC2)c1	-4	0.1	-1[fluorescence artefact?]	4	-2	-2	9	-15	13

Further structures follow:
SMILES	FAK inh	Pyk2 oligo antag	ERa coact inh	PTPN22 inh 2	PTPN22 act	VCAM1 TNFa inh	HUVEC tox IL1B	HUVEC tox TNFa	F-actin modifier
CSc1nc2c(c(=O)n1-c1ccccc1)SCC2	2	0.56	-16	9	-7	6	-53	-17	40
CCN(CC)S(=O)(=O)c1cccc2cccnc12	-1	-0.02	-3	12	-13	4	2	4	-5
C=CCn1c(CCNC(=O)c2cccs2)nnc1SCC(=O)c1cccc([N+](=O)[O-])c1	0	0.54	0	9	-10	-5	-23	-2	-11
CC(C(=O)Nc1sccc1C(N)=O)N1C(=O)C2CC=CCC2C1=O (configuration not stated)	-3	-0.37	3	0	-1	-15	-14	4	12
CCCCCOC(=O)Cn1c(N2CCCCCC2)nc2c1c(=O)[nH]c(=O)n2C	-3	-0.32	-15	-6	4	-70	-16	-35	7
CCn1c2ccccc2c2cc(NC(=O)c3ccc(Br)o3)ccc21	-2	-0.57	-3	1	-4	16	15	17	-9
CCC(Sc1nncn1C)C(=O)Nc1ccccc1OC (configuration not stated)	-3	0.33	-3	4	-5	-6	-8	-7	9
Cc1ccc(C23CC4CC(CC(C(=O)N5CCOCC5)(C4)C2)C3)cc1	0	-0.96	-1	-15	15	7	-3	-9	12
COc1ccc(N2CCN(CCCNC(=O)CN3CCN(Cc4ccccc4C)C3=O)CC2)cc1	0	3	.	-2	4	1	-2	-24	-35
Fc1ccc(OCc2nc(-c3ccc(Br)o3)no2)c(F)c1	1	.	5	6	-7	13	-4	-21	-6
O=C(O)c1ccc(Cl)c2c1C1C=CCC1C(c1ccccn1)N2 (configuration not stated)	13	.	65*[fluorescence artefact?]	8	-10	17	0	-20	6
C=CCn1c(COc2cccc3ccc(C)nc23)nnc1SCC(=O)O	0	-0.27	-3	8	-13	-4	-35	-19	-6
Cc1ccc(N2C(=O)C(Cc3ccccc3)NC2=S)cc1 (configuration not stated)	-9	-0.22	.	5	0	14	-12	0	16
CCN1CCN(C(c2ccccn2)c2c(NC(=O)c3ccccc3)sc(C)c2C)CC1 (configuration not stated)	-1	0.61	.	-6	12	32	.	-11	-5

Assay outcomes (PubChem)
